# BoNT-F LC inh = inhibitors of Botulinum neurotoxin F light chain protease | Multiplex microsphere protease cleavage assay, flow cytometry | inhibition, % at 10 µM | 360,000 tested, 0.22% active | AID 588497; in the data active means inhibition above about 35%, passing the limit was not always enough; inconclusive means no clear call, values can overlap the other calls; further: plate controls were buffer without enzyme for full effect and enzyme alone for no effect
# PrPC TRFRET = inhibitors of human cell surface prion protein PrPC; P04156; TR-FRET read-out; inhibition, % at 13.8 µM; 370,000 tested, 0.43% active; AID 720596; in the data active means inhibition above about 24%; further: 0% = median of the test wells and 100% = reference compound wells
# Mtb UGM inh = Mtb UDP-galactopyranose mutase inhibition. purified UGM, fluorescence polarization probe displacement. inhibition, % at 10 µM. 320,000 tested, 0.06% active. AID 504406; in the data active means inhibition above about 10%, passing the limit was not always enough; inconclusive means no clear call, values can overlap the other calls
# Target sequence (P9WIQ1 whole entry, looked up): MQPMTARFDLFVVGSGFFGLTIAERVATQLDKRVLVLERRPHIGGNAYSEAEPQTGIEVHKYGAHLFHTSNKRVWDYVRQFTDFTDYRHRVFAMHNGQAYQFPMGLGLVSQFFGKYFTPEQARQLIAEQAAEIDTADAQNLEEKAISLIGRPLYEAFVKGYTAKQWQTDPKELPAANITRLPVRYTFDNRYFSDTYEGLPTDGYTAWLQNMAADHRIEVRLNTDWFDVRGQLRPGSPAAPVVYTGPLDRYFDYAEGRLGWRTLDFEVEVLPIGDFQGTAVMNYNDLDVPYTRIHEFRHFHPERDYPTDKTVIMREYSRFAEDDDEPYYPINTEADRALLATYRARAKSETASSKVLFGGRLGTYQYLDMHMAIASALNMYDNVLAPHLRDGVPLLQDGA
# MazF activator = increases E. coli MazEF RNase cleavage of RNA; P0AE70; FAM/BHQ RNA-DNA oligo cleavage fluorescence, 5 h; activation, % at 20 µM; 350,000 tested, 0.32% active; in the data active means activation above about 50%
# Target sequence (P0AE70 whole entry, looked up): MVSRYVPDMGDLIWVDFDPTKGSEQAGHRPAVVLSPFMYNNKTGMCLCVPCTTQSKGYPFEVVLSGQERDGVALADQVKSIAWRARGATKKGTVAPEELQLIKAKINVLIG
# Mtb BioA inh = inhibitors of Mycobacterium tuberculosis BioA enzyme | purified M. tuberculosis BioA enzyme, plate reader | inhibition, % at 9.99 µM | 360,000 tested, 0.096% active | AID 602481; in the data active means inhibition above about 40%; inconclusive means no clear call, values can overlap the other calls
# Mtb FBA inh = inhibitors of M. tuberculosis fructose-bisphosphate aldolase; P9WQA3; purified M. tuberculosis FBA, fluorescence read-out; inhibition, % at 1 µM; 360,000 tested, 2.3% active; in the data active means inhibition above about 27%;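 further: 0% = vehicle and 100% = reference inhibitor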
# Rv3671c inh = Rv3671c (M. tuberculosis) protease inhibition; P9WHR9; inhibition, % at 5.96 µM; 320,000 tested, 0.048% active; in the data active means inhibition above about 38%;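 further: extracellular domain of Rv3671c used as enzyme; 0% = enzyme with DMSO and 100% = no enzyme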
# Target sequence (P9WHR9 whole entry, looked up, the tested form may be a part): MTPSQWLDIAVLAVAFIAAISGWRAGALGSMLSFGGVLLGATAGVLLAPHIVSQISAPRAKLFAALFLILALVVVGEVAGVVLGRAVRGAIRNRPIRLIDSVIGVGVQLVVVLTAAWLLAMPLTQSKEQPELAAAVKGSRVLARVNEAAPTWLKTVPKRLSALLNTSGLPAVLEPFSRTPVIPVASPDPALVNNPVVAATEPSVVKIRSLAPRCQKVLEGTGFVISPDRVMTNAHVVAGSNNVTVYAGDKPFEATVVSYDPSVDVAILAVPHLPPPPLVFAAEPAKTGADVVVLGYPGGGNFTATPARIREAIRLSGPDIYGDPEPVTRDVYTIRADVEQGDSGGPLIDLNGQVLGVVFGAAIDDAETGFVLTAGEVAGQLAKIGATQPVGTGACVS
# FadD28 binding = inhibitors of Mycobacterium tuberculosis FadD28 bisubstrate binding; FadD28 bisubstrate probe binding, fluorescence polarization; inhibition, % at 12.5 µM; 360,000 tested, 0.22% active; in the data active means inhibition above about 8.5%, passing the limit was not always enough; inconclusive means no clear call, values can overlap the other calls
# GDH-TPI counter = inhibits GDH-TPI coupling enzymes, artifact for Mtb FBA screen. 360,000 tested, 1.2% active. GDH-TPI coupled enzyme counterscreen, NADH absorbance. inhibition, % at 4.8 µM; in the data active means inhibition above about 30%;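 further: 0% = DMSO wells and 100% = wells lacking the enzyme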
# Active calls of the source: *; ? = inconclusive; nt = no result given.
canonical_smiles,FadD28 binding,Rv3671c inh,PrPC TRFRET,Mtb BioA inh,Mtb UGM inh,GDH-TPI counter,MazF activator,Mtb FBA inh,BoNT-F LC inh
S=C(Nc1ccc(Oc2ccc(NC(=S)NC3CCCCC3)cc2)cc1)NC1CCCCC1,-4.7,-52,7,nt,-0.4,11,9,-2,4
N#Cc1c(N2CCCC2)nc(N)c2c(N)nc(N3CCCC3)cc12,5.5,-222,-13,nt,-1.3,21,21,18,nt
CC1Cc2ccccc2N1CC(=O)Nc1ccc2c(c1)OC(F)(F)O2 (stereo unspecified),-1.7,1,8,0.1,-4.1,-4,7,2,-6
COc1cc2c(cc1OC)CN(C(=O)CN1CCN(S(=O)(=O)c3ccc(C)c(C)c3)CC1)CC2,-3.0,6,6,0.5,-2.1,4,4,-3,-6
CC12CCC(=O)C=C1CCC1C2C(O)CC2(C)C1CCC21OCC1=O (stereo unspecified),-3.1,nt,-11,-1.0,nt,-5,5,0,3
COc1cc(/C=N/NC(=O)c2cc(-c3ccccc3)sc2N)cc(OC)c1OC,nt,13,20,nt,3.3,nt,-4,nt,nt
CC(Sc1nc(N)cc(=O)[nH]1)C(=O)Nc1sc2c(c1C#N)CCCC2 (stereo unspecified),-4.3,-4,4,nt,1.0,12,3,-2,-3
O=C(c1ccco1)N1CCN(C(=O)c2cc(-c3ccccn3)nc3ccccc23)CC1,0.7,-3,-8,5.2,1.0,9,3,2,-8
COC(=O)C1=C(c2ccc(OCc3ccccc3)cc2)C[C@@H]2CC[C@H]1N2C(=O)NCc1ccc(OC)cc1,0.3,nt,5,-0.6,nt,-7,5,0,-8
CC(C)CNC(=O)c1ccccc1NC(=O)/C=C/c1cccc([N+](=O)[O-])c1,0.9,-5,3,nt,1.6,2,0,3,3
COc1ccc(S(=O)(=O)N2CCCCC2)cc1NC(=O)c1cnc(C)cn1,-4.0,4,-1,2.6,-1.9,1,10,1,6
O=C(Nc1nc(-c2cccc3ccccc23)cs1)c1cnccn1,-2.6,-9,-5,-1.7,-0.8,3,2,-5,-3
O=C(Nc1nnc(C2CC2)s1)c1ccc(Cl)c(S(=O)(=O)N2CCc3ccccc3C2)c1,-1.2,-34,-1,nt,2.4,3,-16,-5,-7
COc1ccc(CC(C)N2CCN(c3cccc(C(F)(F)F)c3)CC2)cc1OC (stereo unspecified),-0.7,1,-4,-0.2,1.7,-2,5,-4,0
CCC1Sc2ccc(S(=O)(=O)CCC(=O)Nc3ccccc3Br)cc2NC1=O (stereo unspecified),-3.1,-1,-1,-1.1,2.2,-11,-17,1,3
Cc1nc(-c2coc3cc(C)c(N=O)c(O)c3/c2=N\N)cs1,0.5,1,-11,nt,0.5,-12,5,6,-5
NC(=S)NN=Cc1nccc2ccccc12,-1.1,nt,23,-0.5,nt,23,9,0,-13
O=C(N/N=C/c1ccccc1F)NC12CC3CC(CC(C3)C1)C2,0.6,-8,9,-0.5,-1.4,6,3,-1,2
COc1cccc(C(c2nnnn2Cc2ccco2)N2CCN(c3cccc(C)c3C)CC2)c1OC (stereo unspecified),-4.6,-2,10,-1.6,2.7,-5,0,0,-5
CCOC(=O)c1sc(NC(=O)CNC(=O)Cn2cnc3sc(C)c(C)c3c2=O)nc1C,-1.7,-1,3,nt,-0.4,0,-125,4,-7
Brc1ccc(-c2csc(N3CCc4ccccc4C3)n2)cc1,-2.1,8,4,-0.8,-1.9,8,3,1,-7
O=C(CN(C(=O)CCC(=O)Nc1nccs1)c1cccc(C(F)(F)F)c1)NCC1CCCO1 (stereo unspecified),0.5,-2,7,-2.3,-2.2,4,3,4,22
O=C(c1cc2cc(Cl)ccc2o1)N1CCCCCC1,-1.6,nt,1,0.9,nt,1,1,-1,5
CCn1c(SC(C)C(=O)NCC2CCCO2)nc2ccccc21 (stereo unspecified),-1.0,-3,0,-0.6,-2.2,-2,8,0,10
Cc1ccc(C(=O)n2c3ccccc3c3ccccc32)cc1,-1.1,9,-5,nt,0.9,7,5,0,-10
Cc1ccc(S(=O)(=O)N2[C@H](c3cccc(Cl)c3)CC(=O)[C@@H]3CN(S(=O)(=O)c4ccccc4C)[C@H](c4ccc(Cl)cc4)C[C@@H]32)cc1,0.9,nt,2,-1.2,nt,13,-9,-1,1
Cc1c(OCC(=O)NC2CC(C)(C)NC(C)(C)C2)ccc2c1oc(=O)c1ccccc12,-5.3,-6,-7,-0.5,0.3,18,14,63*,-1
CCCN1CCC(=O)N(CCSc2ccc(C)cc2)CC1,-1.9,nt,-7,0.1,nt,2,5,-1,-3
CCc1ccc(S(=O)(=O)NCCc2cn3cccc(C)c3n2)s1,0.1,-3,-5,nt,0.7,1,5,1,0
CCC(C)[C@H](NC(=O)N1CC(=O)Nc2ccccc21)C(=O)Nc1ccccc1C (stereo partly specified),0.3,-4,0,-0.9,-1.9,-2,8,-1,-3
Cc1ccc(-c2nc3ccccn3c2NCc2ccc3c(c2)OCO3)cc1,-0.2,4,5,0.5,1.0,11,4,20,-33
COc1cccc(C2=CC(c3ccc(N(C)C)cc3)n3nnnc3N2)c1 (stereo unspecified),-0.6,-4,7,0.5,-3.2,8,182*,3,5
C=CCNC(=O)C1CCN(S(=O)(=O)c2ccc3ccccc3c2)CC1,-0.6,-1,5,-1.2,1.6,2,0,1,-31
Cc1ccc(S(=O)(=O)N2CCOCC2)cc1C(=O)N1CCC(Cc2ccccc2)CC1,-0.9,4,5,3.5,-5.1,0,6,0,2
Cc1[nH]nc(SCC(=O)N2CCCC2)c1[N+](=O)[O-],-0.2,4,-9,4.7,7.8,13,6,1,-4
C=CC[C@H](CC(=O)NCCO)C(=O)N[C@@H](COC(=O)[C@@H](CC=C)Cc1ccc(F)cc1)Cc1c[nH]c2ccccc12,-3.4,-1,-5,1.1,1.2,10,-5,-2,-4
Cc1ccc(CN2CCC(n3nccc3NC(=O)c3ccc4c(c3)OCO4)CC2)o1,-0.9,-6,-3,-2.4,-0.9,1,1,1,-7
CN(C)c1ccc(/C=N\S(=O)(=O)c2ccccc2)cc1,-3.6,-5,3,nt,6.8,14,-1,-2,-5
CCOC(=O)Cc1[nH]nc2c1C(c1ccoc1)C(C#N)=C(N)O2 (stereo unspecified),2.6,-3,-1,nt,0.1,1,-10,4,-12
COCCCN(C(=O)C(C)Oc1ccc(Br)cc1)c1c(N)n(Cc2ccccc2)c(=O)[nH]c1=O (stereo unspecified),-5.7,3,-5,-0.2,-1.2,-1,-6,-2,-1
COc1ccc(CNC(=S)NCc2ccc(F)cc2)cc1,-1.6,3,2,0.9,1.4,0,4,-4,-1
Cn1c(CN2CCN(C(=O)COc3ccccc3)CC2)nc2cc([N+](=O)[O-])ccc21,-3.2,-1,-21,nt,-0.7,0,-1,1,-1
CC(=O)n1cc(N(C(=O)CCl)c2ccccc2)c2ccccc21,-1.8,-1,-8,2.3,-3.5,1,-3,2,nt
CC(C)CNC(=O)NC1(C(F)(F)F)Oc2ccccc2O1,-5.4,5,-6,-2.3,1.2,-7,-2,0,-3
CC(C)CC(NC(N)=O)C(=O)NCc1ccc(Cl)cc1 (stereo unspecified),-4.9,7,8,0.5,-1.0,-11,-1,3,9
O=C(c1ccc(F)cc1)N1CCCC(C(=O)N2CCc3ccccc3C2)C1 (stereo unspecified),-4.1,-9,-6,nt,-0.2,-5,3,-4,?
Cc1csc(SCC(=O)Nc2ccc3[nH]c(=O)[nH]c3c2)n1,-1.6,2,5,-1.7,-1.1,3,0,2,-15
COc1ccc2c(c1OC)C(=O)OC2CC(=O)O (stereo unspecified),-4.7,-8,2,0.5,0.7,-2,7,12,4
COC(=O)c1ccccc1NC(=O)CN1C(=O)c2ccccc2C1=O,-1.1,2,7,-0.9,-2.1,10,10,2,nt
O=C(/C=C/c1ccc(Cl)cc1Cl)N1CCN(c2ccccc2[N+](=O)[O-])CC1,-0.7,-11,-7,0.9,2.9,11,5,-1,6
COC(=O)C(C)Sc1nnc(Cc2cc(=O)[nH]c(=O)[nH]2)n1-c1cccc(OC)c1 (stereo unspecified),1.5,4,8,-3.1,-2.2,1,12,0,6
CCN(CC)C(=O)[C@H]1C[C@H](CC(=O)NCCN2CCOCC2)C(=O)N2CCc3c([nH]c4cc(-c5ccco5)ccc34)[C@]12C,-2.4,nt,-5,-0.2,nt,6,2,50*,2
Cc1ccc(/C=N/NC(=O)c2nnn(-c3nonc3N)c2CN(C)c2ccccc2)s1,-3.9,-7,-4,2.2,-2.2,34*,-3,-1,-3
CC(C)OC(=O)CSc1nc2c(cc1C#N)CCCCC2,-0.9,-1,5,-0.5,-0.4,1,-5,2,-4
Cc1cc(C(=O)NCCC(C)C)c2ccccc2n1,-4.9,9,8,-1.5,-0.8,9,2,-1,-8
CCOC(=O)c1nnn(-c2nonc2N)c1C,1.3,3,-4,nt,2.4,5,13,3,0
O=C(N/N=C/c1c[nH]c2ccccc12)c1ccn(Cc2ccc(Cl)cc2Cl)n1,0.5,-4,5,0.0,-4.3,15,-1,0,-16
Nc1cc(S(=O)(=O)O)cc([N+](=O)[O-])c1O,-1.9,-3,-1,nt,1.8,-10,8,-1,-7
CCCCC(=O)NC(c1cccc([N+](=O)[O-])c1)c1ccc2cccnc2c1O (stereo unspecified),-0.2,nt,9,-1.1,nt,0,9,-1,?
CCCn1nc(C(=O)OCC(=O)Nc2ccc(C)cc2)c2ccccc2c1=O,-0.1,6,6,-8.2,4.9,3,2,-1,-6

# The listing continues:
canonical_smiles,FadD28 binding,Rv3671c inh,PrPC TRFRET,Mtb BioA inh,Mtb UGM inh,GDH-TPI counter,MazF activator,Mtb FBA inh,BoNT-F LC inh
CCc1ccc(C2CC(=O)Nc3c2c(=O)nc2c(C)cccn32)cc1 (stereo unspecified),-2.6,0,8,-0.8,-1.5,6,0,5,-10
CCN(C(=O)COC(=O)Cc1cccc2ccccc12)C1CCS(=O)(=O)C1 (stereo unspecified),-0.6,-7,-7,-0.5,1.6,1,8,0,5
CC(C)N(Cc1nc2ccccc2[nH]1)C(C)C,-1.9,14,-3,-1.4,4.2,7,-5,4,7
Cc1cc(C)c(N2C(=O)CCCC2=O)c(Cl)c1,-1.0,-5,-6,0.3,-1.0,13,-12,-1,1
COc1ccc2[nH]c(=O)c(CN(CCO)C(=O)c3cccs3)cc2c1,0.6,-1,5,-1.1,2.4,7,-7,8,2
COc1c(CC=C(C)C)cc(C2CC(=O)c3c(O)cc(O)cc3O2)cc1CC=C(C)C (stereo unspecified),-4.6,11,-5,1.8,-1.2,3,-1,-1,-8
COC(=O)c1ccc(NC(=O)CCc2nnc3ccc(N4CCC5(CC4)OCCO5)nn23)cc1,-0.9,-5,-3,0.0,-1.3,-2,10,1,9
COc1ccc(C(=O)N(C)Cc2cnn(Cc3ccccc3)c2)cc1S(=O)(=O)N1CCOCC1,nt,-8,16,-1.7,-2.8,-2,-1,-2,4
COC(=O)c1cccc(N(C(=O)CNC(=O)c2ccco2)C(C(=O)NC2CCCC2)c2ccco2)c1 (stereo unspecified),-0.3,-3,-3,0.2,-0.9,1,2,1,-15
NC(=O)c1ccc(C23CC4CC(CC(C4)C2)C3)o1,-2.1,7,-4,nt,0.0,-5,3,-2,-4

# Some of the entries above in a different format.
COC(=O)c1ccc(NC(=O)CCc2nnc3ccc(N4CCC5(CC4)OCCO5)nn23)cc1
  FadD28 binding = -0.9 | Rv3671c inh = -5 | PrPC TRFRET = -3 | Mtb BioA inh = 0.0 | Mtb UGM inh = -1.3 | GDH-TPI counter = -2 | MazF activator = 10 | Mtb FBA inh = 1 | BoNT-F LC inh = 9
COc1ccc(C(=O)N(C)Cc2cnn(Cc3ccccc3)c2)cc1S(=O)(=O)N1CCOCC1
  FadD28 binding = nt | Rv3671c inh = -8 | PrPC TRFRET = 16 | Mtb BioA inh = -1.7 | Mtb UGM inh = -2.8 | GDH-TPI counter = -2 | MazF activator = -1 | Mtb FBA inh = -2 | BoNT-F LC inh = 4
COC(=O)c1cccc(N(C(=O)CNC(=O)c2ccco2)C(C(=O)NC2CCCC2)c2ccco2)c1 (stereo unspecified)
  FadD28 binding = -0.3 | Rv3671c inh = -3 | PrPC TRFRET = -3 | Mtb BioA inh = 0.2 | Mtb UGM inh = -0.9 | GDH-TPI counter = 1 | MazF activator = 2 | Mtb FBA inh = 1 | BoNT-F LC inh = -15
NC(=O)c1ccc(C23CC4CC(CC(C4)C2)C3)o1
  FadD28 binding = -2.1 | Rv3671c inh = 7 | PrPC TRFRET = -4 | Mtb BioA inh = nt | Mtb UGM inh = 0.0 | GDH-TPI counter = -5 | MazF activator = 3 | Mtb FBA inh = -2 | BoNT-F LC inh = -4

# Source: PubChem BioAssay

# Random draw from the library. Share with any hit: about 4.8%.
